Screening results from PubChem.
TRHR PAM: qHTS for Small Molecule Agonists and Allosteric Enhancers of Human TRH Receptor: Primary Screen for Enhancers. AID 493056, 2011. 0.66% of 360,000 active. enhancement, % at 2 µM. TRHR cells, fluo-8 calcium fluorescence, EC20 TRH enhancement; in the data active means enhancement above about 30%; further: 0% is about no effect
Target sequence (P34981 whole entry, looked up): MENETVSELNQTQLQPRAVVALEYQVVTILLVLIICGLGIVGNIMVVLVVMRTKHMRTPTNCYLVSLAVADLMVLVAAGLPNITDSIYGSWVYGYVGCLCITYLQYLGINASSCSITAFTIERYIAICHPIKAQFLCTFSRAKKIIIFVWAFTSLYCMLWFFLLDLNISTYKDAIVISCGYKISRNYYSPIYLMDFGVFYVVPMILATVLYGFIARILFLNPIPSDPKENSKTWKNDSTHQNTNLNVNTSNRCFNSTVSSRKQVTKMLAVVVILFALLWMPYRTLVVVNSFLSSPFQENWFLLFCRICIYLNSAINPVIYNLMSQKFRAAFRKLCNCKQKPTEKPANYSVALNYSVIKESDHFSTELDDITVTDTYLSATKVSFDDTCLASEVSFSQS
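TRHR-expressing cells loaded with fluo-8 calcium dye were read kinetically (ex 480/em 530) during compound addition, then stimulated with an EC20 of TRH (10 nM final). Enhancement of the Gq-mediated intracellular calcium response was scored.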
D2 antag: HTS Assay for Allosteric Antagonists of the Human D2 Dopamine Receptor: Primary Screen for Antagonists; D(2) dopamine receptor (Homo sapiens), P14416; HEK293 TREx D2 cells, calcium flux, dopamine EC80; inhibition, % at 10 µM; 2% of 340,000 active; in the data active means inhibition above about 30%; further: 0% is about no effect
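Measurement of antagonist activity uses fluorescent calcium dye in inducible HEK293 T-REx D2 cells: 10 s baseline, compound addition with 180 s read, EC80 dopamine addition with a further 180 s read.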
USP1 inh: Inhibitors of USP1/UAF1: Primary Screen. AID 743255, 2014. Potency, µM (doses to about 57.1 µM), without a hit: at the highest dose activity change, negative = inhibition, usual class: inhibitors. 0.23% of 390,000 active. Ubiquitin carboxyl-terminal hydrolase 1 (Homo sapiens), O94782. recombinant USP1/UAF1, Ub-Rhodamine cleavage fluorescence; further: potency means the concentration at half of the fitted maximal effect; on the % scale 0 is the no-effect control and ±100 the full control effect; nearly all actives have a fitted effect of over 60% in size; inactives centre near -12
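USP1/UAF1 complex at 1 nM was preincubated with compound for 15 min at room temperature, then Ub-Rho substrate (150nM final) was added. Fluorescence (480/540 nm) was read kinetically, 6 reads every 60 seconds.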
TRHR agonist: qHTS for Small Molecule Agonists and Allosteric Enhancers of Human TRH Receptor: Primary Screen for Agonists; activation, % at 2 µM; TRHR cells, calcium flux fluo-8, FDSS agonist mode; 0.18% of 360,000 active; AID 493084, 2011; in the data active means activation above about 30%; further: 0% is about no effect
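Fluo-8-loaded TRHR cells; 10 s baseline, compound added, kinetic Ca2+ fluorescence read 1/s, agonist mode.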
D2 agonist: HTS Assay for Allosteric Agonists of the Human D2 Dopamine Receptor: Primary Screen for Agonists | D(2) dopamine receptor (Homo sapiens), P14416 | HEK293 T-REx D2 cells, calcium flux agonist mode | activation, % at 2 µM | 0.53% of 340,000 active | AID 485358, 2010;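 active means activation over 3 SD above normal in the single-dose calcium agonist read, cut at about 30% in these data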; further: 0% is about no effect
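Tetracycline-induced HEK293 Trex cells with D2 receptor force-coupled to calcium signaling, plated overnight at 30 C and loaded with no-wash calcium dye. Calcium flux read kinetically for 180 s after compound addition; responses flag agonists.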
TrxR1 inh: qHTS Assay for Inhibitors of Mammalian Selenoprotein Thioredoxin Reductase 1 (TrxR1): qHTS. Thioredoxin reductase 1, cytoplasmic (Rattus norvegicus), O89049. recombinant rTrxR1, NADPH fluorescence consumption, selenite substrate. Potency, µM (doses to about 114 µM), inactives show top-dose activity change, negative = inhibition, most hits filed as inhibitors. 1% of 390,000 active; further: potency means the concentration at half of the fitted maximal effect; on the % scale 0 is the no-effect control and ±100 the full control effect; nearly all actives have a fitted effect of over 65% in size
Target sequence (O89049 whole entry, looked up): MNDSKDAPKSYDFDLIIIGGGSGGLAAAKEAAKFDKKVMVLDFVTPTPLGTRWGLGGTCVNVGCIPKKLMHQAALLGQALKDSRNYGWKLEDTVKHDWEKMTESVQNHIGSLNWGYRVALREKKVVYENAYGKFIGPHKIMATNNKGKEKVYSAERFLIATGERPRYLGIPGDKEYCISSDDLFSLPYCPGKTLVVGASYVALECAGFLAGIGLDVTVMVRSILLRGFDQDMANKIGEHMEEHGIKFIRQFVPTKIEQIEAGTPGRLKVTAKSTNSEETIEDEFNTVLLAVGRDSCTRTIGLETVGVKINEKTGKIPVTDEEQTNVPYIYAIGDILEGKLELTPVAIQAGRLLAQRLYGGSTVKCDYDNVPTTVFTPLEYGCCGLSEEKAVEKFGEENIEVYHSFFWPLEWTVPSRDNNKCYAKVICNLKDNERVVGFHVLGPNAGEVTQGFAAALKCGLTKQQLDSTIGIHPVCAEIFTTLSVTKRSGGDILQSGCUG
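Rat TrxR1 (90 nM in the dispensed reagent) was pre-reduced with 400 uM NADPH for 5 min at room temperature, then incubated with compound for 15 min. After 400 uM selenite was added, NADPH fluorescence (Ex 340/Em 450 nm) was followed for 8 min.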
PI4K2A inh: qHTS for small molecular inhibitors of PI4K2A; 0.13% of 420,000 active; purified PI4K2A, ADP-Glo luminescence, 1 h; active compounds read low; Phosphatidylinositol 4-kinase type 2-alpha (Homo sapiens), Q9BTU6; activity change, negative = inhibition, % at 76.9 µM; in the data active means activity change below about -50%; inconclusive means mostly about -30% to -49%;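 further: -100% = wells without enzyme as full effect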
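Compounds are screened against recombinant PI4K2A using PI as substrate and ATP, the latter dispensed at 300 microM. Reactions run one hour at ambient temperature before ADP-Glo detection; full inhibition defined by wells lacking enzyme.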
TrxR1 substrate: qHTS Assay for Substrates of Mammalian Selenoprotein Thioredoxin Reductase 1 (TrxR1): qHTS. Thioredoxin reductase 1, cytoplasmic (Rattus norvegicus), O89049. purified TrxR1 substrate turnover, NADPH consumption readout. Potency, µM (highest dose often 114 µM), for the others: at the highest dose activity change, negative = substrate turnover. 0.01% of 390,000 active. AID 588456, 2011; further: potency means the concentration at half of the fitted maximal effect; on the % scale 0 is the no-effect control and ±100 the full control effect; nearly all actives have a fitted effect of over 50% in size
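Rat TrxR1, dispensed at 90 nM, was prereduced with 400 uM NADPH (final) for 5 min at ~22 deg C, then incubated with compound 15 min before 400 uM selenite. A first-read NADPH fluorescence drop versus no-compound background flagged substrates.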
IDH1 R132H inh: qHTS for Inhibitors of mutant isocitrate dehydrogenase 1 (IDH1): qHTS; Isocitrate dehydrogenase [NADP] cytoplasmic (Homo sapiens), O75874; IDH1-R132H enzyme, NADPH consumption, diaphorase/resazurin fluorescence; Potency, µM (top dose mostly 76.6 µM), inactives show at the top dose activity change, negative = inhibition, actives largely listed as inhibitors; 0.093% of 390,000 active; further: potency means the concentration at half of the fitted maximal effect; on the % scale 0 is the no-effect control and ±100 the full control effect; nearly all actives have a fitted effect of over 65% in size
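IDH1-R132H (0.5 ug/mL) preincubated 30 min with compound, then NADPH (0.016 mM) and alpha-KG (2 mM) added; 80 min at RT, pH 7.5. Remaining NADPH coupled via diaphorase/resazurin to fluorescence (540/590 nm); concentration-response curves normalized to no-enzyme control.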
The depositor's hits bear a star; ? = inconclusive; . = no result given; & = joins results of further samples; [ ] = dose if it differs, or a comment. Unless noted, the call rests on the fitted dose curve; in most records, active means well fitted inhibition curve with a large enough effect; inconclusive means small, poorly fitted or top-dose-only effect; inactive means no such curve, though single readings can be large or run the other way. Random draw from the library. About 3.9% of those tested had a hit in this group.

SMILES | TRHR PAM | D2 antag | USP1 inh | TRHR agonist | D2 agonist | TrxR1 inh | PI4K2A inh | TrxR1 substrate | IDH1 R132H inh
COC(=O)c1ccc(OC(=O)C23CCC(C)(C(=O)O2)C3(C)C)cc1 (centres undefined) | 5 | -5 | -9% | 0.2 | -0.2 | 14% | 5 | 6% | 4%
COc1ccc2oc(C(=O)OCC(=O)NC(=O)c3ccccc3)c(C)c2c1 | 0 | 0 | -18% | 0.9 | -0.3 | 8% | 1 | 6% | 0%
CCOC(=O)c1c(-c2ccc(C)cc2)csc1NC(=O)c1nc(SCC)ncc1Cl | 9 | . | -10% | 1.0 | 0.6 | 17% | 2 | -4% | -23%
CN(C)CCCN(C(=O)c1nc2ccccc2s1)c1nc2ccc(F)cc2s1 | . | . | -20% | . | . | 13% | -4 | 2% | 6%
C=C1CCN([C@@H](CC(C)C)C(=O)NCc2cc(OC)c(OC)c(OC)c2)S(=O)(=O)c2ccccc21 | . | . | -16% | . | . | 14%[57.1 µM] | -4 | -6% | -2%
Cc1ccc(C)n1-c1ccc(N2CCOCC2)cc1 | 1 | -8 | -18% | -1.6 | -0.7 | ? | -1 | -9% | -3%
NC(=O)CC1C(=O)N(c2ccccc2)C(=S)N1NC(=O)c1ccccc1 (centres undefined) | -2 | 13 | -13% | 1.2 | 2.0 | -1% | -2 | -6%[57.1 µM] | -5%
Cn1cnc([N+](=O)[O-])c1Nc1ccccc1O | -2 | -1 | -4% | 0.0 | 0.1 | -11% | 4 | -3% | 4%
CSc1scc2c1-c1nc(SCC(=O)C(C)(C)C)ncc1CC2 | 5 | -5 | -13% | 0.2 | -0.3 | 15% | -1 | 24% | 9%
CCc1nnc(SCC(=O)Nc2cc(OC)ccc2OC)nc1CC | 0 | . | 13% | -0.4 | 0.3 | 11%[57.1 µM] | 0 | 4%[57.1 µM] | 2%
COc1ccc(/C=C/C(=O)OCC(=O)Nc2ccc(N3CCOCC3)cc2)cc1OC | 2 | 6 | -19% | -1.2 | 0.1 | -2% | 2 | 4% | 1%
COc1ccc2[nH]c(C)c(CN3CCCCC3)c(=O)c2c1 | 17 | 14 | 2% | 1.1 | 0.3 | -3% | 0 | 70%[activator] | 3%
COc1ccc(C(CC(=O)N2CCOCC2)c2c(OC)cc(OC)c3c(-c4ccccc4)cc(=O)oc23)cc1 (centres undefined) | 0 | 2 | -17% | 0.1 | -0.5 | 11%&-20% | -1 | 3%&-8% | -4%
O=C1OCC2=C1C(c1ccc(F)cc1)c1cc3c(cc1N2)OCCO3 (centres undefined) | -1 | 1 | -10% | -1.1 | -0.3 | 21%[57.1 µM] | -3 | 24%[57.1 µM] | -2%
COc1ccc(C(C)(C)C)cc1S(=O)(=O)N1CCC(C(N)=O)CC1 | 1 | 10 | -5% | 0.4 | 0.7 | -14% | 3 | -11% | 6%

Taken from above:
Result for COc1ccc(C(C)(C)C)cc1S(=O)(=O)N1CCC(C(N)=O)CC1 in TrxR1 inh: -14%
Result for CSc1scc2c1-c1nc(SCC(=O)C(C)(C)C)ncc1CC2 in USP1 inh: -13%
Result for COc1ccc2oc(C(=O)OCC(=O)NC(=O)c3ccccc3)c(C)c2c1 in TrxR1 substrate: 6%

(listing goes on)
SMILES | TRHR PAM | D2 antag | USP1 inh | TRHR agonist | D2 agonist | TrxR1 inh | PI4K2A inh | TrxR1 substrate | IDH1 R132H inh
CCc1ccc(NC(=O)C2CCCN(S(=O)(=O)c3cccc4cccnc34)C2)cc1 (centres undefined) | 5 | . | -26% | -1.4 | -1.1 | 21% | 4 | 3% | 11%
COc1cc(S(=O)(=O)N2CCCCC2)ccc1NC=O | 22 | -7 | 3% | 0.1 | 0.7 | -21% | -1 | -13% | 1%
CC(C)NC(=O)c1ccc2c3n(nc2c1)-c1ccc(Cl)cc1CO3 | -4 | 9 | -31% | -0.6 | 0.0 | 6%[57.1 µM] | -2 | 9% | -8%
O=c1[nH]c2cc([N+](=O)[O-])c([N+](=O)[O-])cc2[nH]c1=O | 1 | 10 | -13% | 0.0 | -0.8 | ? | 1&-8 | ? | -12%
Cc1cc(C)c(C#N)c(SCc2ccc([N+](=O)[O-])cc2)n1 | -5 | 1 | -9% | 0.5 | 0.7 | 26%[57.1 µM] | -1 | 8%[57.1 µM] | 12%
CCc1ccc(-n2c(CSc3nnnn3-c3ccccc3)nc3ccccc3c2=O)cc1 | -2 | 11 | -21% | -0.4 | 0.6 | 19%[57.1 µM] | 2 | -1%[57.1 µM] | -4%
COc1ccc(NC(=S)NCCCN2CCN(C3CCCCC3)CC2)cc1 | 1 | -2 | -9% | 0.6 | 0.1 | -4% | -1 | 2% | 10%
COCCn1c(-c2ccc(F)cc2)nc2oc3cc(OC)ccc3c(=O)c2c1=O | 3 | -2 | -18% | 0.1 | -0.4 | 17% | -5 | -3% | 2%
Cc1ccc(S(=O)(=O)N2CCN(C(=O)CSc3nnnn3C)CC2)c(C)c1 | -1 | . | -12% | -0.8 | . | 3% | 0 | -4% | -4%
CCCNC(=O)C1CCN(c2ncnc3c2nc2n3CCCCC2)CC1 | 8 | . | 10% | -0.3 | -0.1 | 10% | 0 | 2% | -2%
CC1CCN(C(=O)c2[nH]cnc2C(=O)N2CCN(C(=O)OC(C)(C)C)CC2)CC1 | -6 | -8 | -17% | 0.6 | 0.9 | 10% | 1 | 3% | -12%
Cc1nc2nc[nH]n2c(=O)c1C/C=C/c1ccccc1 | -2 | -9 | -24% | 1.9 | 0.4 | 5%[57.1 µM] | 3 | 3%[57.1 µM] | -3%
CC(CCc1ccc(O)cc1)NC1C2CC3CC(C2)CC1C3 (centres undefined) | -4 | 71* | -22% | 1.6 | 38* | -7% | -2 | -1% | 1%
Cc1ccccc1NC(=O)CSc1nnc(-c2cccs2)o1 | 2 | . | -20% | -2.9 | -1.7 | -9% | 2 | -5% | 28%
Cc1ccc(OC(=O)CSc2nnc(-c3cccs3)o2)cc1C | -2 | . | -15% | 0.0 | 0.0 | 5% | 2 | 18% | 0%

Four entries picked at random from the list so far, as already listed:
SMILES | TRHR PAM | D2 antag | USP1 inh | TRHR agonist | D2 agonist | TrxR1 inh | PI4K2A inh | TrxR1 substrate | IDH1 R132H inh
COc1cc(S(=O)(=O)N2CCCCC2)ccc1NC=O | 22 | -7 | 3% | 0.1 | 0.7 | -21% | -1 | -13% | 1%
CC(CCc1ccc(O)cc1)NC1C2CC3CC(C2)CC1C3 (centres undefined) | -4 | 71* | -22% | 1.6 | 38* | -7% | -2 | -1% | 1%
CCc1ccc(-n2c(CSc3nnnn3-c3ccccc3)nc3ccccc3c2=O)cc1 | -2 | 11 | -21% | -0.4 | 0.6 | 19%[57.1 µM] | 2 | -1%[57.1 µM] | -4%
COc1ccc(NC(=S)NCCCN2CCN(C3CCCCC3)CC2)cc1 | 1 | -2 | -9% | 0.6 | 0.1 | -4% | -1 | 2% | 10%

Shown as a hit in D2 antag, among the entries above:
SMILES | TRHR PAM | D2 antag | USP1 inh | TRHR agonist | TrxR1 inh | PI4K2A inh | TrxR1 substrate
CC(CCc1ccc(O)cc1)NC1C2CC3CC(C2)CC1C3 (centres undefined) | -4 | 71* | -22% | 1.6 | -7% | -2 | -1%

Remaining list, next part.
SMILES | TRHR PAM | D2 antag | USP1 inh | TRHR agonist | D2 agonist | TrxR1 inh | PI4K2A inh | TrxR1 substrate | IDH1 R132H inh
COC(=O)c1cc(OC)c(OC)cc1N1C(=O)CC(C)(C)CC1=O | -5 | 2 | -10% | 1.4 | -1.7 | 7%[57.1 µM] | -7 | 12%[57.1 µM] | 3%
CCC1CCC/C1=N\NC(=O)c1ccc(Cl)cc1 (centres undefined) | . | . | -26% | . | . | 16% | 0 | -2% | -12%
COC(=O)[C@@H](Cc1ccccc1)NC(=O)NCCc1c[nH]c2ccccc12 | -5 | -5 | -7% | -0.2 | 0.6 | 9% | 0 | -3% | -8%
CCCNC(=O)CN1C(=O)NC2(CCCc3cc(OC)ccc32)C1=O (centres undefined) | 1 | 5 | -13% | -0.3 | 0.9 | 7% | -2 | 9% | 6%
COc1ccc(C(=O)Nc2ccc(NC(=O)C3CCCCC3)nc2)cc1 | 0 | 4 | -19% | 0.5 | 1.6 | 19% | 0 | 13% | 0%
O=S(=O)(NCC(Nc1ccc(Cl)cc1)c1ccccc1)c1ccc(Cl)cc1 (centres undefined) | 3 | 6 | -3% | 0.2 | 0.7 | -4%[0.457 µM] | -4 | -6% | -8%
COc1ccccc1S(=O)(=O)N1CCNC(=O)C1 | . | . | -14% | . | . | 15% | -3 | 9%[57.1 µM] | 3%
c1ccc2c(c1)ncn2Cc1nnc2sc(-c3ccc4c(c3)OCO4)nn12 | -3 | . | -19% | 0.0 | . | -8%[57.1 µM] | 0 | 15%[57.1 µM] | 3%
CCOc1ccc(N(CC(=O)Nc2ccc(C)cc2)S(C)(=O)=O)cc1 | 2 | . | -10% | -0.1 | . | 14%[57.1 µM] | 0 | 6%[57.1 µM] | 7%
CC(CN1CCOCC1)OC(=O)c1cccc(Cl)c1 (centres undefined) | 3 | -2 | -7% | -1.0 | -0.1 | 4% | 1 | 5%[2.29 µM] | 14%
